Source: PubChem (several laboratories)
KCNQ1 act = potentiates or activates the human KCNQ1 potassium channel; P51787; CHO-K1 KCNQ1, thallium flux FluxOR fluorescence; hits give high values; B-score at 10 µM; 0.35% of 310,000 active; AID 2648;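 active means fluorescence ratio B-score, a plate-corrected score, at least three library SD, with initial intensity B-score within 5 SD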
Target sequence (P51787 whole entry, looked up): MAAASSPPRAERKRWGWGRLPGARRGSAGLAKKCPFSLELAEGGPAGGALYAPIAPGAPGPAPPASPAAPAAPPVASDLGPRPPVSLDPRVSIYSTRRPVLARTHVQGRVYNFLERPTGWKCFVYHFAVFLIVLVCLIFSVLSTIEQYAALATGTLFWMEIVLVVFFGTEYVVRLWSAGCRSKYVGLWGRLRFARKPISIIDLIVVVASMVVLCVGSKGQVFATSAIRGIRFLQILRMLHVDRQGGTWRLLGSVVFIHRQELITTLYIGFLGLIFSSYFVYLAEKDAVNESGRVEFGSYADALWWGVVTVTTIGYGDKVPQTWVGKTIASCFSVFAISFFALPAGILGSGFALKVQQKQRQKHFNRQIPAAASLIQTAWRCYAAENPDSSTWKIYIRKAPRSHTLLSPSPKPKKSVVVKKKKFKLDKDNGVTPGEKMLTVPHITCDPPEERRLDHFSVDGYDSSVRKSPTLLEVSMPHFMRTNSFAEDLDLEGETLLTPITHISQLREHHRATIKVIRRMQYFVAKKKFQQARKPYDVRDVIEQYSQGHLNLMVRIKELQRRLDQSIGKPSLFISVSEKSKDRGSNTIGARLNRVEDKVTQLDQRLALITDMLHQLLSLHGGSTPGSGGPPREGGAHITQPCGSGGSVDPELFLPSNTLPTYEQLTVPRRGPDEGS
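Doses: Single concentration per compound, DMSO matched to controls | Test system: KCNQ1-transfected CHO-K1 cells | Timing: 90 min dye loading and 20 min compound exposure, both at room temperature | Measured by: Kinetic FluxOR thallium fluorescence, 10-s 1-Hz baseline, 110-s post-stimulus read | Medium: Assay buffer with matched DMSO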
DYRK1A inh = Dyrk1A (rat) kinase inhibition; 0.43% of 310,000 active; ADP-Glo luminescence, NFATc1 peptide; AID 504441; inhibition, % at 12.5 µM; Q63470; in the data active means inhibition above about 50%;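 further: plate controls were vehicle with enzyme for no effect and no enzyme for full effect; many of its hits are not listed in these tables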
TRPC4 potent = TRPC4 (mouse) allosteric potentiation | HEK293 TRPC4beta/mu-opioid, DAMGO EC20, Fluo-4 Ca2+ flux; hits give high values | Q9QUQ5 | B-score at 10 µM | 0.42% of 310,000 active;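 active means B-score of calcium response area above 5 SD of library B-scores, with initial fluorescence ratio within 5 SD of library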;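 further: B-score of integrated fluorescence ratio over time as area under calcium response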
TMEM16A inh = blocks the mouse calcium-activated chloride channel TMEM16A; Q8BHY3; HEK293 TMEM16A/YFP iodide influx fluorescence, ionomycin; normalized B-score (activity score, 25-100; higher = stronger inhibition) at 10 µM; 1.2% of 310,000 active;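 active means ratio plate-corrected score three or more library SD toward inhibition, starting fluorescence score within five deviations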;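 further: score derived from kinetic fluorescence span divided by baseline fluorescence per well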
hERG rescue = compounds protecting human hERG from proarrhythmic drug block; Q12809; CHO-hERG, FluxOR thallium flux, dofetilide IC70 present; activation (rescue from dofetilide block), less the hit threshold, % at 10 µM; 0.51% of 310,000 active;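 active means activation above the mean of controls blocked by dofetilide plus 5 SD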;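 further: thallium influx through hERG after potassium depolarization seen as dye fluorescence rise; in these data hits start at about 4.7%; inactives centre near -7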
KCNK9 block = inhibitors of human KCNK9 two-pore domain potassium channel; Q9NPC2; HEK293 KCNK9, FluxOR thallium flux fluorescence; hits give low values; B-score at 10 µM; 1.2% of 310,000 active;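 active means ratio B-score over 3 SD below the library mean, with starting fluorescence within 5 SD of its mean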;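 further: negative B-score means less thallium flux so channel inhibition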
KCNQ1 inh = human KCNQ1 channel inhibition | B-score at 10 µM | P51787 | CHO-K1 KCNQ1, FluxOR thallium flux fluorescence; hits give high values | 1.3% of 310,000 active;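 active means compounds whose thallium flux B-score, printed positive for inhibition, exceeds three library SD while starting fluorescence stays within three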;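 further: channel opened by potassium depolarization with thallium stimulus after 20 min compound exposure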
TRPC4 act = opens the mouse TRPC4 cation channel; B-score at 10 µM; 0.49% of 310,000 active; HEK293 TRPC4beta/mu-opioid, Fluo4 calcium fluorescence; hits give high values; Q9QUQ5;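 active means B-score above 5 SD of library B-scores, and initial fluorescence ratio not above library mean plus 5 SD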;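 further: positive B-score marks a calcium rise read as TRPC4 activation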
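system = HEK293 cells stably co-expressing mouse TRPC4beta and mu-opioid receptor | schedule = Fluo4 dye loading 45 min at room temperature, 110 s recording | measure = B-scored integrated calcium fluorescence ratio | signal = Fluo4 calcium-sensitive dye fluorescence, kinetic, 1 Hz baseline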
ANO1 activ = activators or potentiators of mouse TMEM16A chloride channel. Q8BHY3. HEK293 TMEM16A/YFP-H148Q/I152L, iodide quench fluorescence; hits give low values. B-score at 10 µM. 0.3% of 340,000 active. AID 623877;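 active means fluorescence-ratio B-score plate-corrected deviation score at least 3 library SD below zero, with starting fluorescence score within 5 deviations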;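 further: channel opened by trigger with iodide after compound preincubation; score built on the fluorescence ratio of max minus min over baseline; more negative score means more quench and so TMEM16A activation or potentiation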
HDAC3 inhib = human HDAC3 inhibition; O15379; recombinant HDAC3, fluorogenic peptide/trypsin coupled, fluorescence; inhibition, % at 8.3 µM; 0.15% of 320,000 active; in the data active means inhibition above about 26%, passing the limit was not always enough
KCNK3 inh = human KCNK3 channel inhibition, primary screen. O14649. CHO-KCNK3 thallium flux, FluxOR fluorescence; hits give low values. 0.84% of 340,000 active. B-score at 10 µM;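 active means B-score under library mean minus 4 SD, starting fluorescence ratio at most library mean plus 5 SD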;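 further: more negative B-score means stronger inhibition of thallium flux through KCNK3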
Target sequence (O14649 whole entry, looked up): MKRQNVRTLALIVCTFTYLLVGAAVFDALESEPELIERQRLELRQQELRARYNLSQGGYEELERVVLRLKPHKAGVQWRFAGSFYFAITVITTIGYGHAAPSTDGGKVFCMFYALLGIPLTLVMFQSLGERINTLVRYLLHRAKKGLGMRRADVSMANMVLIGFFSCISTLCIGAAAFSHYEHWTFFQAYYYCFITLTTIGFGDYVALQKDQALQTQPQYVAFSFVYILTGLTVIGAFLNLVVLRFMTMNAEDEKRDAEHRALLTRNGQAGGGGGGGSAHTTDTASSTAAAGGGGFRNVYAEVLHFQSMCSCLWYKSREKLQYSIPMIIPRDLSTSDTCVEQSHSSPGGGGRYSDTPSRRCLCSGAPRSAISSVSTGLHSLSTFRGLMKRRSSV
* = called active by the depositor; i = inactive; · = no result given; & = joins results of further samples. The list is partial. The share of hits here may be higher or lower than overall.

SMILES	KCNQ1 act	DYRK1A inh	TRPC4 potent	TMEM16A inh	hERG rescue	KCNK9 block	KCNQ1 inh	TRPC4 act	ANO1 activ	HDAC3 inhib	KCNK3 inh
c1csc(-c2nnsc2-c2nc3ccccc3[nH]2)c1	i	15.0	i	i	-9.2	i	i	i	i	-2.7	i
Nc1ccccc1SCCS(=O)(=O)c1ccc(Cl)cc1	i	4.8	i	i	-6.4	i	i	i	i	11.1	i
O=C(CSc1nnc(CNC(=O)c2ccco2)o1)Nc1ccccc1	i	1.0	i	i	-3.0	i	i	i	i	·	i
Cc1cc(C)c2sc(N(CCN(C)C)C(=O)CCS(=O)(=O)c3ccccc3)nc2c1	i	-2.2	i	i	-14.9	i	i	i	i	·	i
Cc1ccc(S(=O)(=O)N2CCN(CC(=O)NC(=O)NCc3ccco3)CC2)cc1C	i	-3.1	i	i	-8.4	i	i	i	i	-0.5	i
Cc1ccc(N(CC(=O)NC2CCCCC2)C(=O)CNC(=O)c2cccs2)cc1	i	-6.3	i	i	-4.3	i	i	i	i	1.8	i
CCOC(=O)C1=NN(N=O)C2(CC(=O)N(c3cc(C)cc(C)c3)C2=O)C1 (configuration not stated)	i	-2.0	i	i	-13.2	i	i	i	i	-3.1	i
COc1cccc(C(=O)NNS(=O)(=O)c2ccc(C)cc2)c1	i	6.4	i	i	-8.8	i	i	i	i	-8.0	i
CCn1ncc(Br)c1C(=O)Nc1cc(C)on1	i	-2.2	i	·	-5.7	i	i	i	i	·	i
CCN[C@H]1CN(CCCOC)S(=O)(=O)c2sc(S(N)(=O)=O)cc21	·	9.6	·	i	·	·	·	·	i	-2.1	i
O=C(N/N=C/c1ccc(Cl)c([N+](=O)[O-])c1)C1CC1	i	-1.2	i	i	-10.3	i	i	i	i	3.7	i
COC(=O)c1ccc(/C=N/NC(=O)CC(=O)NC2CCCCC2)cc1	i	-0.4	i	i	-2.5	i	i	i	i	-2.8	i
Cc1cccc(C)c1NC(=O)C(NC=O)c1ccc(Cl)cc1 (configuration not stated)	i	6.1	i	i	-6.8	i	i	i	i	4.7	i
Cc1ccc(-c2nc(SCC(=O)Nc3cc(S(=O)(=O)N4CCCCC4)ccc3Cl)n[nH]2)cc1	i	0.6	i	i	-13.2	i	i	i	i	11.1	i
C=CCC(O)(CCN1CCCCC1)c1ccccc1 (configuration not stated)	i	-3.8	i	i	-7.4	i	i	i	i	-11.4	i
O=C(O)c1ccc(COc2ccc(Cl)cc2)o1	i	7.6	i	i	-12.4	i	i	i	i	-3.5	i
Cc1ccc(NC(=O)C(=O)NCc2ccco2)c(C)c1	i	·	i	i	-13.1	i	i	i	i	2.2	i
COc1ccc(NC(=O)c2cnc(NS(=O)(=O)c3ccccc3)nc2)cc1	i	-4.2	i	i	-5.1	i	i	i	i	1.3	i
CCOC(=O)c1nn(-c2ccccc2)c(C#N)c1NC(=O)c1nn(CC)cc1Br	i	2.8	i	i	-5.3	i	i	i	i	2.9	i
CN1CCC2(CC1)NC(=O)NC2=O	i	9.4	i	i	-5.4	i	i	i	i	-3.5	i
Cc1cc(C)c(C(=O)CSc2nnc(N)s2)c(C)c1	i	-2.4	i	i	-4.1	i	i	i	i	3.5	i
COc1ccc(-c2cc(C(=O)Nc3c(C)nn(Cc4ccc(Cl)cc4)c3C)no2)cc1	i	7.7	i	i	-10.2	i	i	i	i	4.4	i
COc1ccccc1C(=O)N/N=C/c1ccc(Cl)s1	i	5.9	i	i	-9.8	i	i	i	i	-2.4	i
CC(=O)N(CC(C)(C)CC=C(C)C)c1ccccc1	i	·	i	i	-14.2	i	i	i	·	-5.1	·
CCOC(=O)C1(C)C=C(Nc2ccc(O)cc2)C(=O)N1c1ccc(O)cc1 (configuration not stated)	i	1.7	i	i	-3.2	i	i	i	i	3.0	i
O=C1NN(c2ccc(Br)cc2)C(=O)/C1=C\c1ccc(O)cc1O	i	13.3	i	i	-4.0	i	i	i	i	0.1	i
Cc1onc(-c2c(F)cccc2Cl)c1C(=O)N1CCCc2ccccc21	i	-0.3	i	i	-3.3	i	i	i	i	8.7	i
O=C(/C=C/c1cccc(Cl)c1)N1CCC(Cc2ccccc2)CC1	i	-1.0	i	i	-9.5	i	8*	i	i	9.6	i
COc1ccc(S(=O)(=O)N(CC(=O)NCc2ccco2)c2ccccc2)cc1OC	i	-7.5	i	i	-3.3	i	i	i	i	2.5	i
Cc1ccccc1N1CCN(c2ncnc3scc(-c4cccs4)c23)CC1	i	-2.7	i	i	-17.8	-13.6*	i	i	i	-4.4	i
N#Cc1ccc(C(=O)Nc2nnc(-c3ccco3)o2)cc1	i	·	i	i	-6.5	i	i	i	i	4.9	i
CCCNC(=O)/C=C/c1ccc(S(=O)(=O)Nc2ccccc2OC)cc1	i	-7.3	i	i	-9.4	i	i	i	i	0.8	i
COc1ccc(-n2cc(-c3ccc(Cl)cc3)[nH]c2=S)cc1	i	8.1	i	i	-9.3	i	i	i	i	4.8	i
CC(=O)c1c(C)[nH]c(C(=O)CSc2nnc(-c3cccs3)n2Cc2ccccc2)c1C	i	-1.5	i	i	-16.2	i	i	i	i	9.7	i
COc1ccc(C)cc1N(C(=O)c1ccccc1)c1nc2ccccc2s1	i	8.6	i	i	-4.4	-10.4*	i	i	i	4.1	i
CCCn1c(C)cc(/C=C(\C#N)C(=O)OCC(=O)Nc2cccc(OC)c2)c1C	i	·	i	i	-5.9	i	i	i	i	8.1	i
COc1cccc(C2=NOC(C(=O)Nc3cccnc3)C2)c1 (configuration not stated)	i	1.2	i	i	-8.2	i	i	i	i	0.3	i
CCSc1nnc2c3cc(CC)ccc3n(C)c2n1	i	10.1	i	i	-10.9	i	i	i	i	5.8	i
CC1CN(c2oc(-c3cccs3)nc2C#N)CC(C)O1 (configuration not stated)	i	-0.7	i	i	-15.8	i	i	i	i	-34.8	i
O=C(NCc1ccccc1F)c1ccc(S(=O)(=O)Nc2cccc(C(F)(F)F)c2)cc1	i	-2.9	i	i	-11.1	i	i	i	i	-2.7	i
CCn1c2ccc(F)cc2c2nnc(SCCN3CCOCC3)nc21	i	-1.7	i	i	-3.1	i	i	i	i	-7.1	i
Cc1cnc(C(=O)Nc2nc(-c3ccccc3)cs2)cn1	i	2.1	i	i	-5.3	i	i	i	i	0.7	i
Cc1ccccc1-n1ccnc1SCC(=O)O	i	0.1	i	i	-5.3	i	i	i	i	0.8	i
N#C/C(=N\O)c1nc(-c2ccccc2)cs1	i	16.2&-0.1	i	i	-19.9&-13.1	i	i	i	i	1.5&-0.7	i
CCn1c(=O)c(C(=O)CN(C)Cc2cccc(OC)c2OC)c(N)n(Cc2ccccc2)c1=O	i	-0.2	i	i	-8.0	i	i	i	i	2.1	i
O=C(COn1nnc2ccc(C(F)(F)F)cc21)Nc1nnc(-c2ccccc2)o1	i	-3.8	i	i	-3.2	i	i	i	i	2.6	i
CC1CCC2C(=O)N(c3ccccc3OC(=O)c3ccccc3)C(=O)C2C1 (configuration not stated)	i	0.2	i	i	-10.9	i	i	i	i	-0.4	i
COc1ccc(NC(=O)C2CCCN(S(=O)(=O)c3ccccc3)C2)c(OC)c1 (configuration not stated)	i	-17.0	i	i	-13.3	i	i	i	i	-1.5	i
O=S(=O)(c1ccc(F)cc1)N1CCN(c2ccccc2)CC1	i	-6.7	i	i	-8.1	i	i	i	i	-5.0	i
CC(=O)Nc1ccc(NC(=O)C(C)OC(=O)C(C)SCC(=O)Nc2ccc(F)cc2)cc1 (configuration not stated)	i	6.5	i	i	-4.3	i	i	i	i	11.5	i
COc1ccc(C(=O)NCC(O)COc2ccc(C(C)(C)C)cc2)cc1[N+](=O)[O-] (configuration not stated)	i	·	i	i	-3.5	i	i	i	·	1.0	·
COc1ccc(OC)c(C2C(C(=O)c3ccco3)=C(O)C(=O)N2CCN2CCOCC2)c1 (configuration not stated)	i	1.9	i	i	-8.9	i	i	i	i	-6.3	i
O=C(NNC(=O)c1n[nH]c(=O)c2ccccc12)c1ccc(Br)cc1	i	-1.6	i	i	-10.3	i	i	i	i	·	i
N=c1ccn2c(n1)O[C@H]1[C@H](O)[C@@H](CO)O[C@H]12	i	0.8	i	i	-0.9	i	i	i	i	-10.7	i
Cc1occc1C(=O)Nc1cc(C(F)(F)F)ccc1Cl	i	-5.3	i	i	0.1	i	i	i	i	-3.3	i
Cc1sc(NC(=O)CSc2nnc(N)s2)c(C#N)c1C	i	-5.3	i	i	-3.8	i	i	i	i	0.7	i
O=C1CCC(=O)N1OCCCOc1ccccc1	i	-1.0	i	i	-9.0	i	i	i	i	-7.2	i
O=C(Cc1ccccc1[N+](=O)[O-])NC1CCN(Cc2ccccc2)CC1	i	-4.5	i	i	-3.5	i	i	i	i	-0.4	i
C=CCN1CCc2c(cc(O)c(O)c2Cl)C(c2ccccc2)C1 (configuration not stated)	i	2.7	i	i	-6.8	i	i	i	i	-4.0	i
O=C(O)CCC(=O)Nc1ccc(Br)cc1C(=O)c1ccccc1Cl	i	0.4	i	i	-15.1	i	i	i	i	2.7	i

Carrying on.
SMILES	KCNQ1 act	DYRK1A inh	TRPC4 potent	TMEM16A inh	hERG rescue	KCNK9 block	KCNQ1 inh	TRPC4 act	ANO1 activ	HDAC3 inhib	KCNK3 inh
Cc1sc2nc(SCC(=O)Nc3c(C)n(C)n(-c4ccccc4)c3=O)n(C)c(=O)c2c1C	i	6.1	i	i	-16.6	i	i	i	i	1.7	i
O=C1c2ccccc2C2=Nc3ccccc3SC(c3cccc(F)c3)C12 (configuration not stated)	i	·	i	i	-3.7	-14.8*	i	i	i	·	i
CC1CC(C)CN(C(=O)COC(=O)c2nn(C)c(=O)c3ccccc23)C1 (configuration not stated)	i	11.0	i	i	-18.6	i	i	i	i	1.5	i
O=c1c2ccccc2nnn1CSc1nnnn1-c1ccccc1	i	2.5	i	i	-8.3	i	i	i	i	-8.8	i
Cc1ccc(N(CC(=O)NCCc2ccccc2)S(=O)(=O)c2c(C)noc2C)cc1	i	0.5	i	i	-7.1	i	i	i	i	-5.7	i
N#Cc1nc(COc2ccc(Br)cc2)oc1N1CCCC1	i	-2.0	i	i	-9.1	i	i	i	i	-2.4	i
